SUMO Mot1 rescue: SUMOylation pathway inhibition by Mot1-301 growth rescue. S. cerevisiae Mot1-301 growth rescue, ATP luminescence, 38.5C; percent above DMSO median, 100 means doubled. growth rescue, % at 18.8 µM. 320,000 compounds, 1% hits. AID 2716;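 active = every valid replicate shows activation above 250% relative to neutral control wells; inactive = the rest, any valid replicate at or below 250%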;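 note: OY570 slx delta 5 strain wells were the positive control but not used for scaling; some compounds called inactive have numbers as strong as hits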
MOR-DOR inv ag: mu-delta opioid heterodimer inverse agonism | inhibition, % at 9.3 µM | P35372+P41143 | 340,000 compounds, 0.21% hits | cell-based MOR-DOR heterodimer luminescence; in the data active = inhibition above about 22%, passing the limit was not always enough;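 note: 0% = cells with DMSO and 100% = wells without cells with DMSO; values of inactives mirror those of a sister screen read the other way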
MOR-DOR ag: agonists of human mu-delta opioid receptor heterodimerization; P35372+P41143; cells, OPRM1-OPRD1 heterodimerization, luminescence; activation, % at 9.3 µM; 340,000 compounds, 0.3% hits; in the data active = activation above about 18%;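 note: 0% = vehicle-treated cells and 100% = reference agonist; values of inactives mirror those of a sister screen read the other way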
phage Ecoli inh: E. coli growth loss with phage present. growth absorbance. inhibition, % at 11.9 µM. 360,000 compounds, 0.26% hits. AID 651602; in the data active = inhibition above about 11%
Pemphigus Ab inh: blocks pemphigus antibody binding to human desmoglein-3. P32926. DSG3-coupled beads, scFv-anti-DSG3-GFP binding, flow cytometry; hits give low values. binding (percent of control), % at 10 µM. 310,000 compounds, 0.48% hits;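 active = binding more than 3 SD below its plate's average and above zero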;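 note: hits lower antibody fragment binding to DSG3; some compounds called inactive have numbers as strong as hits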
Target sequence (P32926 whole entry, looked up, the tested form may be a part): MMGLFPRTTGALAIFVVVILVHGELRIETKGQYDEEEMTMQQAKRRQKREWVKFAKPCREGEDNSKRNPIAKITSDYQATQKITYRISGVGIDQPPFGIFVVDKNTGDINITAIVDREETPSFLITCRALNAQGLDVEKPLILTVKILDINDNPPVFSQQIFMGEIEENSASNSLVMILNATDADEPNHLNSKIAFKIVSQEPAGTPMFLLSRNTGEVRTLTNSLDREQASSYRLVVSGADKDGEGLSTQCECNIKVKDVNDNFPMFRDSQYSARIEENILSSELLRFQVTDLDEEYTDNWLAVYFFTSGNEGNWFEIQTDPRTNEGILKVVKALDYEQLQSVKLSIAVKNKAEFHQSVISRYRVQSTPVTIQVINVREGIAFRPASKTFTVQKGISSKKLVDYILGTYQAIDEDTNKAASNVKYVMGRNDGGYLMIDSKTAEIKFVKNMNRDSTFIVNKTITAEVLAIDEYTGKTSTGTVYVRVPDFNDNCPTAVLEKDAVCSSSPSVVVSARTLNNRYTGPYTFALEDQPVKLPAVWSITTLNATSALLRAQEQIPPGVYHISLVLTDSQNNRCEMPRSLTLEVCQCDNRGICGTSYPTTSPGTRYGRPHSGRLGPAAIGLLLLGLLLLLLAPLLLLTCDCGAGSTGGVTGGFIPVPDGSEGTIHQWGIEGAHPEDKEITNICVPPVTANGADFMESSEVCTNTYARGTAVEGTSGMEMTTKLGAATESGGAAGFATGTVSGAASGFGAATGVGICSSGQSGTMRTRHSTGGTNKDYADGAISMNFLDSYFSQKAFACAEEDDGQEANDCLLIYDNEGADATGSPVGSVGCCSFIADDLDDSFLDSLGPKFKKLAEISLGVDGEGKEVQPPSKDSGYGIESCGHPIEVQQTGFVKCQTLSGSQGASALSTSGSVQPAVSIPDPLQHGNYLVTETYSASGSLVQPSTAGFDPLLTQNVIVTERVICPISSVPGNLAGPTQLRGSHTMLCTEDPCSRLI
AddAB inh: less growth of phage-infected E. coli with AddAB; 330,000 compounds, 0.29% hits; AID 435030; inhibition, % at 11.9 µM; E. coli expressing H. pylori AddAB, absorbance growth; in the data active = inhibition above about 12%;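 note: 0% = vehicle wells of infected cells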
PKA-R1A activ: activators of PKA-R1A complex; 340,000 compounds, 0.083% hits; P00514+P68181; activation, % at 11.4 µM; PKA-R1A dissociation, Cy5-IP20 fluorescence polarization; scaled: DMSO 0%, 113 µM cGMP 100%;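 active = percent activation above the mean of all tested compounds plus 3 SD, cut at about 19% in these data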;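 note: higher means more PKAc released from R1A so a rise in polarization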
HTR5A inv ag: HTR5A inverse agonism, opioid heterodimer counter-screen. HTR5A cell line, luminescence. P47898. inhibition, % at 9.3 µM. 340,000 compounds, 0.083% hits. AID 504634; in the data active = inhibition mostly above about 23%, no sharp cut-off; inactive = mostly below about 18%;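 note: 0% = cells with DMSO and 100% = no-cell wells with DMSO; some compounds called inactive have numbers as strong as hits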
Ecoli viability: bacterial growth inhibition, counter-screen for AddAB inhibitors | E. coli V3065 growth, OD600 absorbance, 18 h | inhibition, % at 11.9 µM | 330,000 compounds, 0.27% hits | AID 449728;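 active = inhibition above the campaign's mean inhibition across all tested compounds plus 3 SD, cut at about 9.9% in these data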;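 note: uninfected addAB+ strain grown without phage in ampicillin broth; 0% = DMSO wells and 100% = ciprofloxacin 0.95 µg/ml wells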
PfHsp90 set2: growth inhibition of yeast expressing Plasmodium Hsp90 | 310,000 compounds, 0.32% hits | inhibition, % at 9.4 µM | S. cerevisiae expressing PfHsp90, BacTiter-Glo ATP, 48 h; yeast lacking PDR1 and PDR3 efflux regulators;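 active = every replicate shows inhibition above about 80%, whatever the replicate mean, limit read from the data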;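 note: 0% = DMSO neutral controls and 100% = 20 µM radicicol positive controls; yeast relying on Plasmodium falciparum Hsp90 in place of its own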
HTR5A ag ctr: counter-screen for OPRM1-OPRD1 agonists: human HTR5A agonism; activation, % at 9.3 µM; P47898; HTR5A agonist assay, luminescence, cell-based; AID 504692; 340,000 compounds, 0.61% hits; in the data active = activation mostly above about 9.5%, no sharp cut-off; inactive = mostly below about 7.6%;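 note: 0% = cells with vehicle only and 100% = reference agonist; strong numbers were not always called active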
The depositor's hits bear a star; / = not tested or not shown.

SMILES	SUMO Mot1 rescue	MOR-DOR inv ag	MOR-DOR ag	phage Ecoli inh	Pemphigus Ab inh	AddAB inh	PKA-R1A activ	HTR5A inv ag	Ecoli viability	PfHsp90 set2	HTR5A ag ctr
CCc1cc(C(=O)N2CCN(c3ncccn3)CC2)sc1C	130	-1	0.2	1.5	99	2.2	-8	-13	3.4	41	6
O=C(NC1CCCC1)C(c1cccnc1)N(Cc1ccccc1)C(=O)c1csnn1 (stereo not given)	-14	4	-0.6	-0.6	124	0.3	-5	-12	-1.5	-198	3
CCN(CC)S(=O)(=O)c1ccc2c(c1)nc(SC(C)C(=O)NCC1CCCO1)n2CC (stereo not given)	1	18	-3.4	2.8	/	2.1	-8	-24	0.6	8	-1
C=CCNC(=O)c1ccc(CN(c2ccc(OCC)cc2)S(=O)(=O)c2ccc(C)cc2)cc1	5	1	-0.3	3.9	97	2.7	-8	24	2.1	-10	-7
COc1ccc(/C=N/n2cnc3c([nH]c4ccc(F)cc43)c2=O)cc1CN1CCCC1	12	-2	0.5	4.4	160	1.0	-5	23	-1.1	-6	-2
O=c1[nH]c(=S)[nH]cc1Oc1ccccc1	/	1	-0.1	0.8	94	/	13	-2	/	/	1
Cc1c(NC(=O)COC(=O)c2ncc(Cl)c(Cl)c2Cl)c(=O)n(-c2ccccc2)n1C	5	14	-2.8	0.2	106	-0.2	2	-13	1.4	/	5
Cc1nn(Cc2cccc(C(=O)Nc3ccn(Cc4ccccc4F)n3)c2)c(C)c1[N+](=O)[O-]	-19	-2	0.4	4.8	103	-0.7	-10	0	1.6	-6	0
Cc1cccc(CNC(=O)c2ccc3nc(Cc4ccccc4F)oc3c2)n1	4	16	-4.7	1.3	111	2.3	-1	8	-1.0	2	5
COc1cccc(/C=C/C(=O)c2ccc3c(c2)OCO3)c1OC	75	-5	1.3	/	98	3.0	5	-15	-0.1	2	4
Cc1ccc(Cl)cc1N1CCN(CC(=O)Nc2ccc(CN3CCCCC3)cc2)CC1	4	1	-0.2	2.0	110	1.1	0	-3	-0.1	13	-6
O=C1N=C(N2CCN(c3cccc4ccccc34)CC2)S/C1=C/c1cccs1	-1	10	-2.0	1.9	100	2.2	-8	-14	-1.6	4	6
COc1ccccc1CC1(C)NC(=O)N(CC(=O)N2CCc3ccccc3C2)C1=O (stereo not given)	2	12	-2.5	2.7	112	-1.6	-5	21	-0.7	-4	0
CCn1cc(S(=O)(=O)CC(=O)Nc2ccc(C)cc2)c2ccccc21	0	11	-1.8	2.8	/	2.9	-5	0	1.1	/	0
CCOC(=O)CCNCC1COc2ccccc2O1 (stereo not given)	16	-21	5.0	3.7	108	2.7	14	-20	0.0	-16	1

Rewritten with values under each structure: entries from further up
Every second line gives: SUMO Mot1 rescue	MOR-DOR inv ag	MOR-DOR ag	phage Ecoli inh	Pemphigus Ab inh	AddAB inh	PKA-R1A activ	HTR5A inv ag	Ecoli viability	PfHsp90 set2	HTR5A ag ctr
- Cc1nn(Cc2cccc(C(=O)Nc3ccn(Cc4ccccc4F)n3)c2)c(C)c1[N+](=O)[O-]
  -19	-2	0.4	4.8	103	-0.7	-10	0	1.6	-6	0
- Cc1cccc(CNC(=O)c2ccc3nc(Cc4ccccc4F)oc3c2)n1
  4	16	-4.7	1.3	111	2.3	-1	8	-1.0	2	5
- COc1cccc(/C=C/C(=O)c2ccc3c(c2)OCO3)c1OC
  75	-5	1.3	/	98	3.0	5	-15	-0.1	2	4
- Cc1ccc(Cl)cc1N1CCN(CC(=O)Nc2ccc(CN3CCCCC3)cc2)CC1
  4	1	-0.2	2.0	110	1.1	0	-3	-0.1	13	-6
- O=C1N=C(N2CCN(c3cccc4ccccc34)CC2)S/C1=C/c1cccs1
  -1	10	-2.0	1.9	100	2.2	-8	-14	-1.6	4	6
- COc1ccccc1CC1(C)NC(=O)N(CC(=O)N2CCc3ccccc3C2)C1=O (stereo not given)
  2	12	-2.5	2.7	112	-1.6	-5	21	-0.7	-4	0
- CCn1cc(S(=O)(=O)CC(=O)Nc2ccc(C)cc2)c2ccccc21
  0	11	-1.8	2.8	/	2.9	-5	0	1.1	/	0
- CCOC(=O)CCNCC1COc2ccccc2O1 (stereo not given)
  16	-21	5.0	3.7	108	2.7	14	-20	0.0	-16	1

(continued)
SMILES	SUMO Mot1 rescue	MOR-DOR inv ag	MOR-DOR ag	phage Ecoli inh	Pemphigus Ab inh	AddAB inh	PKA-R1A activ	HTR5A inv ag	Ecoli viability	PfHsp90 set2	HTR5A ag ctr
CCCn1c(=NC(=O)c2ccncc2)c(C#N)cc2c(=O)n3cccc(C)c3nc21	/	14	-2.6	/	96	/	7	0	/	2	-2
C=CC(=O)NC(C)(C)CCN1CCOCC1	-10	9	-1.7	0.8	129	1.4	3	1	2.4	/	0
O=C(COc1ccc(F)cc1Br)NCC1COc2ccccc2O1 (stereo not given)	-2	-15	3.7	2.0	/	1.0	-7	-15	1.7	-47	6
COC(=O)c1ccccc1NC(=S)NC(=O)c1ccccc1	141	12	-2.1	-0.1	101	1.1	-14	-18	2.2	14	7
COc1cc([N+](=O)[O-])ccc1NC(=O)CSc1nccn1C	3	0	0.0	-0.5	101	1.8	-10	-8	2.6	6	3
N/C(=N\OC(=O)COc1ccc2ccccc2c1)c1ccncc1	68	-9	1.6	/	106	-0.8	-6	-8	0.0	7	0
Cc1nccc(-c2cccc(NC(=O)Nc3ccc(Cl)cc3)c2)n1	-8	-1	0.1	4.8	109	3.6	5	4	2.0	3	0
C/C(=N/NS(=O)(=O)c1ccc(C)c(C)c1)c1ccncc1	96	0	0.0	1.4	118	0.6	-8	-10	2.4	-8	4
O=c1c(Cl)c2oc3ccccc3nc-2c2ccccc12	15	-41	7.4	/	111	-0.9	2	20	0.8	-17	4
O=C(Nc1cc(Cl)ccc1-n1cncn1)c1ccc([N+](=O)[O-])o1	-19	-50	7.8	16*	104	99*	1	-16	32*	/	6
CCN(CC(=O)NC1CCS(=O)(=O)C1)S(=O)(=O)c1cccc(C(C)=O)c1 (stereo not given)	62	9	-1.8	3.8	101	0.6	-8	-10	0.0	3	4
CC(C)Cc1ccc(CN2CCCC(NC(=O)CCN3CCCCC3=O)C2)cc1 (stereo not given)	3	-3	0.6	2.7	119	4.1	6	5	1.8	-10	1
O=C1NCN(C2CCCCC2)CN1	/	14	-2.8	4.4	129	/	4	-20	/	18	5
CC1CCN(CC(=O)n2c3c(c4ccccc42)CCCC3)CC1	8	-41	7.0	2.2	105	0.1	-9	-3	-2.5	12	6
COC(=O)c1sc2ccccc2c1NC(=O)c1cccs1	5	6	-1.1	3.6	81	-0.4	8	6	0.0	1	-1
COc1ccc(S(=O)(=O)NCC(c2ccc3c(c2)OCO3)N2CCN(c3ccccc3)CC2)cc1 (stereo not given)	14	-5	0.8	3.5	/	-0.8	-3	-13	0.3	9	4
O=C(COC(=O)CNC(=O)c1ccco1)NCCN1C(=O)CSC1=O	320*	11	-2.5	2.0	114	2.2	-2	-34	0.5	/	9
O=C(NC1CCSc2ccccc21)c1cc([N+](=O)[O-])ccc1N1CCOCC1 (stereo not given)	/	7	-1.0	1.9	102	-0.1	-12	6	-0.7	-3	-2
Cc1ccnc(NS(=O)(=O)c2ccc(NC(=O)C3CCCNC3=O)cc2)n1 (stereo not given)	-14	15	-2.5	3.0	/	2.8	-5	-3	-0.2	7	1
Cc1cccc(NC(=O)CSc2nnc(-c3n[nH]c4ccccc34)o2)c1	4	9	-1.8	2.5	/	0.1	-5	-22	1.9	-26	-1
COC(=O)c1noc(-c2ccc(OC)cc2)n1	1	10	-2.4	3.8	/	5.9	-3	-8	0.6	-9	2
Cc1cc2occ(CC(=O)NNC(=O)c3ccccc3F)c2cc1C	-4	9	-1.3	1.3	100	4.6	-1	9	-0.6	0	3
COc1cccc(-c2nc(-c3ccc(C(=O)O)cc3)no2)c1	-8	20	-3.7	0.8	101	-2.3	-3	-6	-3.1	6	2
O=C1CC(NCC2CCCO2)C(=O)N1c1ccc(Cl)cc1 (stereo not given)	-7	-2	0.2	-0.8	91	6.8	-4	-12	1.1	9	4
N#Cc1ccc(C(=O)N2CCN(c3ncccn3)CC2)cc1	-8	17	-3.5	-1.0	102	-0.2	-5	-5	-0.9	9	1
Cc1cc(N2CCN(C)CC2)nc2ccc(NC(=S)N3CCN(c4ccc(F)cc4)CC3)cc12	1	18	-3.5	3.1	98	-0.3	-1	-14	-2.8	11	7
COc1ccc(S(=O)(=O)N2CCN(C(=S)NCCc3ccccc3)CC2)cc1	-12	0	0.0	2.1	100	1.6	-4	1	-1.4	-1	-1
Cc1cc2ccccc2c(=O)n1CC(=O)NC1CCCCCC1	6	10	-1.6	-0.8	105	1.8	12	11	-0.1	10	3
CC1=CC(C)(C)N(S(=O)(=O)c2ccc(C)cc2)c2ccc(C)cc21	84	-27	4.6	0.3	118	1.5	1	29	0.9	-38	-1
Cc1ccc(S(=O)(=O)Nc2cccc(NC(=O)CN3CCCCC3)c2)cc1	-24	6	-1.0	2.5	109	0.7	-9	21	-2.2	/	3
CCOC(=O)C1=C(C)N=c2s/c(=C/c3ccc(OCC(=O)O)c(OC)c3)c(=O)n2C1c1ccc(Cl)cc1 (stereo not given)	2	8	-1.6	1.5	/	0.9	2	-19	-1.8	-21	4
COc1cc(C(=O)NCCOc2ccc(F)cc2)c(Br)c(OC)c1OC	-11	9	-1.3	2.7	110	-0.2	-5	-9	-2.2	14	3
Cc1cc2c(cc1S(=O)(=O)N1CCN(c3ccccc3F)CC1)OCC(=O)N2	6	6	-1.1	1.9	101	-0.8	-13	5	0.5	-1	0
COc1cc(C)ccc1OCc1cc(C(=O)NCCN2CCCC(O)C2)no1 (stereo not given)	202	14	-2.7	0.2	108	-1.9	-11	2	-1.0	2	-2
O=[N+]([O-])c1ccc2nc(NS(=O)(=O)c3ccc(Cl)cc3)sc2c1	-29	15	-2.8	4.9	108	3.8	-2	2	3.5	4	-6
CCOC(=O)c1c(NC(=O)/C=C/c2ccc(C)o2)sc(C)c1C	5	4	-0.8	2.4	102	-0.4	3	17	-0.4	-15	6
CC1(C)CC(C(CC(=O)Nc2nccs2)c2ccccc2)CCO1 (stereo not given)	5	5	-0.7	2.6	105	-0.3	13	-13	-1.5	1	-1
Cc1ccccc1OCc1nc2ccccc2[nH]1	4	2	-0.4	8.1	100	2.9	-2	14	1.5	-3	-5
Cc1ccccc1OCC(O)CN(Cc1ccccc1O)C1CCCCC1 (stereo not given)	11	-42	8.7	2.8	115	0.0	-12	1	-1.3	/	0
COc1ccc(CNC(=O)c2oc3ccc(S(=O)(=O)N4CCOCC4)cc3c2C)cc1	3	-6	0.8	0.8	113	3.3	3	8	1.3	5	-3
